Lipid droplet: hepatic lipid droplet formation modulation | AML12 mouse hepatocytes, oleate lipid droplets, BODIPY imaging | inhibition, % at 6.5 µM | 0.4% of 240,000 active | AID 1656;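 active = lipid droplet intensity inhibited by at least 50%, with more than 500 cells counted; inconclusive = wells with under 300 cells, treated as cytotoxic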
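Material – AML12 mouse liver cells · Also added – oleate loading, 100 µM · Compound dosing – 6.5 µM single-point dosing · Times – overnight treatment with compound plus oleate · Measured by – fluorescence imaging, 20x objective, two fields per well · Read-out – percent inhibition of filter-corrected integrated lipid droplet intensity per well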
Ins promoter up: MIN6 insulin promoter up-regulation. z-score at 5 µM. MIN6 insulin promoter-GFP reporter, high-content imaging; stronger effect = higher value. 0.3% of 190,000 active;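 active = z-score above 3 at 5 µM with at least 500 cells counted in the well; inconclusive = wells under 500 cells, flagged as cytotoxic or low count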
b-catenin transl: alters nuclear translocation of beta-catenin in HeLa cells; immunofluorescence imaging; nuclear translocation activity, % at 5 µM; 0.3% of 190,000 active;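 active = nuclear translocation activity above 50% at 5 µM, with a well cell count of 50 or more; inconclusive = wells under 50 cells across six images, flagged as toxic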;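 also: per-cell ratio of nuclear to cytoplasmic median beta-catenin stain intensity; plate controls were DMSO negative control for no effect and GSK-3 inhibitor IX positive control for full effect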
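Test system: human HeLa cells, endogenous beta-catenin. Times: 24 h compound exposure, 37°C. Measured by: beta-catenin immunofluorescence imaging with DAPI.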
WT yeast gro inh: growth inhibition of WT yeast, mitochondrial fusion screen | 2.1% of 190,000 active | inhibition, % at 10 µM | mitochondrial fusion phenotypic screen, WT strain; in the data active = inhibition above about 58%; tested in S. cerevisiae
Dynein transport: dynein cargo transport inhibition. 3617.4 mouse cells, GR-EGFP nuclear translocation imaging; test concentration mostly 20 µM; stimulated with dexamethasone, 1 µM; stronger effect = lower value. z-score, hits read low. 0.47% of 220,000 active;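 active = plate z-score of nuclear minus cytoplasmic receptor signal below a set negative limit, without overly bright fluorescence or cell loss, cut at about -3.5 in these data, passing the limit was not always enough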;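 also: z-score of nuclear minus cytoplasmic ring GR-EGFP intensity difference per well; some compounds called inactive have numbers as strong as hits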
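Medium: Induction medium lacking tetracycline, stripped serum | Probe or stimulus: 1.0 µM final dexamethasone stimulus | Schedule: 48 h induction, then 1 h compound, then 30 min agonist, 37 °C | Signal: Automated 10x imaging of fixed Hoechst-stained cells | Evaluation: Per-cell GR-EGFP intensity, nucleus versus surrounding cytoplasmic ring, well-averaged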
HEK293 NOD2/NF-kB: NOD2 signaling inhibitors, cell-based, luminescence, uHTS, HEK293 (AID 1566). HEK293 NOD2/NF-kB luciferase reporter, luminescence; higher % means a stronger effect. inhibition, % at 4 µM, or EC50 in µM where a hit was titrated. 0.63% of 290,000 active; in the data active = inhibition above about 50%; also: many of its hits are not listed in these tables
Autophagy HCS: modulators of autophagy. 0.98% of 190,000 active. MEF GFP-LC3 puncta imaging; test concentration mostly 10 µM. calls only at 10 µM (by protocol);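 active = percentage of spot-positive cells more than 3 SD above its plate mean, without a fluorescence outlier flag or 80% toxicity; inconclusive = no clear call, values can overlap the other calls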;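 also: spot-positive cell cutoff set from DMSO-treated cells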
Yfh1-off respiration: mitochondrial function rescue without frataxin homolog – Friedreich's ataxia, plus single-dose screen, dose response (AID 1465); S. cerevisiae Yfh1-off respiration, WST-1 reduction, 72 h; higher fold induction means a stronger effect; fold induction at 50 µM; hits with a dose series show EC50 in µM; 0.074% of 220,000 active;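 active = fold induction of absorbance versus untreated yeast above a set limit, then at least 30% activation at any dose in follow-up; inconclusive = repeats straddling the limit, or above it without dose testing; inactive = fold induction below the set limit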;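 also: activators that raise dye reduction in frataxin-depleted yeast; strong numbers were not always called active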
MT stabilize HCS: microtubule stabilization, imaging screen; HeLa tubulin immunostaining HCS, 24 h; share of cells brighter than vehicle mean+2SD; 0.83% of 200,000 active; % tubulin-high responders, % at 10 µM;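 active = plate Z-score above 3 for both tubulin-high and condensed-nucleus cell shares, with cell loss under 80%, at 10 µM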;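 also: anti alpha tubulin signal scored within the nucleus-defined area of each cell; some results filed as inactive read as strong as hits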
WT yeast gro inh mutant strain: further read-out of WT yeast gro inh, marked with its call; inhibition, %; mitochondrial fusion phenotypic screen, mutant strain inhibition
Dynein transport cytoplasmic EGFP: second read-out of Dynein transport, no call of its own (marks repeat the call); z-score; measured here: cytoplasmic GR-EGFP intensity; stronger effect = higher value
Dynein transport nuclear GR-EGFP: second read-out of Dynein transport, no call of its own (marks repeat the call); z-score; measured here: nuclear GR-EGFP intensity;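 lower value marks the stronger effect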
Dynein transport cell count: second read-out of Dynein transport, no call of its own (marks repeat the call); z-score; measured here: cell count per field
Ins promoter up cell count: also measured in Ins promoter up; calls as there; cell count; measured here: cytotoxicity, nuclei count;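 total cells summed across four imaged fields per well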
Lipid droplet cells 6.5 µM: recorded beside Lipid droplet, whose call it bears; cell count; measured here: cell count, cytotoxicity flag;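 cells counted across two imaged fields per well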
b-catenin transl cell count 5 µM: second read-out of b-catenin transl, no call of its own (marks repeat the call); cell count; measured here: cell count, cytotoxicity flag
MT stabilize HCS Hoechst-high %: recorded beside MT stabilize HCS, whose call it bears; % Hoechst-high responders; measured here: nuclear condensation Hoechst responders;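 share of cells brighter than vehicle mean plus two SD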
MT stabilize HCS cytotoxicity %: also measured in MT stabilize HCS; calls as there; toxicity, %; measured here: cytotoxicity by cell density;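 0% = mean cell density of plate MIN control wells and 100% = no cells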
Autophagy HCS cell loss 18 h: recorded beside Autophagy HCS, whose call it bears; toxicity, %; measured here: cell loss, nuclei count;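 cell loss after 18 h compound exposure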
* = called active by the depositor; i = inactive; ? = inconclusive; nt = not tested or not shown.

SMILES	Lipid droplet	Lipid droplet cells 6.5 µM	Ins promoter up	Ins promoter up cell count	b-catenin transl	b-catenin transl cell count 5 µM	WT yeast gro inh	WT yeast gro inh mutant strain	Dynein transport	Dynein transport cytoplasmic EGFP	Dynein transport nuclear GR-EGFP	Dynein transport cell count	HEK293 NOD2/NF-kB	Autophagy HCS	Autophagy HCS cell loss 18 h	Yfh1-off respiration	MT stabilize HCS	MT stabilize HCS Hoechst-high %	MT stabilize HCS cytotoxicity %
COc1ccc(N(CC(=O)NC(C)C)S(=O)(=O)c2ccc(NC(C)=O)cc2)cc1	-4	780	0.36	849	1.1	1121	-19	2	0.46	-0.018	0.95	-0.0033	-2%	i	-8	i	0.8	1.2	7.2
Cn1c(NC(=O)Cc2ccc(F)cc2)cc(=O)n(C)c1=O	nt	nt	0.25	689	-6.5	1148	12	-3	1.3	0.0033	1.2	-1.4	-12%	i	3	i	3.2	1.8	3.7
CCOc1cc(C2CC(=O)NC3=C2C(=O)C(C(=O)OC)C(C)C3)cc(Cl)c1O (stereo not drawn)	nt	nt	1.5	1462	-0.5	1334	-1	12	-0.39	-0.21	-0.15	0.66	-7%	i	-8	i	1.3	1.2	9.6
CCc1ccc2oc(=O)cc(CN(C)Cc3ccccc3)c2c1	-26	708	-0.5	1170	nt	nt	31	9	-0.54	-0.19	-0.26	0.82	-4%	i	-8	i	2.5	1.6	6.5
O=C(N/N=C\c1ccc(Oc2ccccc2)cc1)c1csnn1	-9	667	1	1203	0.1	1078	-8	-11	-0.18	-0.07	-0.12	0.3	-67%	i	-4	i	2.6	1.3	3.4
CCS(=O)(=O)N1CCC(C(=O)NCc2cccnc2)CC1	nt	nt	-0.22	1748	1.1	1355	-21	-10	-0.55	0.1	-0.18	-0.036	14%	i	9	i	2.1	2.6	5.9
O=C1CC(N2CCN(c3ccccc3)CC2)C(=O)N1c1ccc2c(c1)OCCO2 (stereo not drawn)	12	740	0.1	1334	0.7	1176	3	6	0.079	-0.25	0.25	0.4	-6%	i	-4	nt	3.4	1.9	3.1
CC(C)N(C=O)C1(C(=O)NC2CCCCC2)CCCCC1	17	674	-0.33	1235	-1.8	1039	-9	-10	-0.56	-0.27	-0.08	0.17	-5%	i	1	i	1.7	0.7	13
CCOc1ccc(Cc2onc3c2C(=O)CC(C)(C)C3)cc1OCC	0	700	2.1	1033	-0.1	1056	8	9	0.45	-0.27	0.17	0.01	24%	i	-4	i	3.3	1.7	5.8
COC(=O)CCC(=O)N1CCOCCOCCOCC1	3	732	0.38	1520	-0.5	1534	-6	2	-0.51	-0.29	-0.18	0.14	16%	i	-12	i	1.5	0.7	2.9
CCOC(=O)C1=C(c2ccccc2)NC(N)=NC1c1ccc(OCc2ccc(C(=O)OC)cc2)cc1 (stereo not drawn)	-6	673	-0.1	1219	1.6	1268	nt	nt	-1.3	0.089	-0.4	0.38	22%	nt	nt	i	nt	nt	nt
Cn1c(CN2CCCCC2)nc2cc(NC(=O)c3cccc(Br)c3)ccc21	12	764	1.1	888	nt	nt	15	13	-0.098	-0.23	-0.1	0.67	27%	i	-4	i	2.1	1.4	1.6
Cc1cccc(C)c1NC(=O)C1(N(Cc2ccco2)C(=O)Cn2nnnc2N)CCCCC1	-14	699	0.52	1464	0.2	542	12	2	-0.29	-0.26	-0.47	0.57	17%	i	-2	i	2.7	2.2	6.0
Cc1ncoc1C(=O)N1CCCC(CCC(=O)NCc2ccccc2F)C1 (stereo not drawn)	0	660	0.37	1390	0.3	996	7	10	2	-0.15	1.4	-1.7	-1%	i	24	i	5.8	5.4	1.5
S=c1[nH]cnc2sc(Nc3ccccc3)nc12	-8	758	-0.56	1230	-2.2	1227	nt	nt	0.9	-0.14	0.22	-0.71	-30%	nt	nt	i	nt	nt	nt
Cc1cc(C(=O)N/N=C/c2cccc(OC(=O)c3ccco3)c2)n[nH]1	nt	nt	-0.8	1644	-1.1	1392	-25	-10	-0.14	-0.21	0.36	0.26	3%	i	-29	i	2.4	1.8	11
Cn1cc(/C=C2\SC(=S)N(NC(=O)c3ccccc3Cl)C2=O)c2ccccc21	5	558	nt	nt	0.6	948	-2	0	-0.64	0.019	-0.55	1.4	-17%	i	-5	?	1.5	2.5	5.9
COc1ccc(NC(=O)/C(C#N)=C\C=C\c2ccco2)cc1	16	541	0.1	1325	8.8	976	10	6	0.45	-0.17	0.35	-0.86	-1%	i	30	i	19*	18*	61*
CN1CCN(C(=O)c2ccc3c(c2)N(Cc2cccc(Cl)c2)C(=O)c2ccccc2S3=O)CC1 (stereo not drawn)	nt	nt	nt	nt	nt	nt	19	6	-0.88	-0.25	-0.4	0.27	nt	i	9	i	5.0	3.5	0.2
COc1ccc(NS(=O)(=O)c2ccc(NC(=S)NC(=O)c3cccc(F)c3)cc2)nn1	7	661	0.77	1191	-4.9	499	6	13	-0.86	-0.23	-0.21	0.86	-14%	i	-1	i	2.2	2.4	7.6
CCC(=O)OC1(C)C(=O)C=C2C=C(c3ccsc3)OC=C2C1=O (stereo not drawn)	nt	nt	-0.54	988	-0.1	1252	nt	nt	-0.95	-0.73	-0.73	0.62	5%	nt	nt	i	nt	nt	nt
COc1ccc2cc(Br)ccc2c1CC(=O)N(C)C	2	729	0.13	1440	0.7	1513	10	12	-0.6	-0.31	0.29	0.94	27%	i	14	i	2.8	3.4	8.3
O=C1C2C3CCC(C3NCc3ccccc3)C2C(=O)N1Cc1ccccc1 (stereo not drawn)	nt	nt	-0.06	1442	-2.6	1409	41	17	-0.74	-0.18	0.18	0.89	-4%	i	-28	i	3.0	3.0	7.4
CCCc1noc2c1C(c1cc(Br)ccc1F)C(C#N)=C(N)N2 (stereo not drawn)	-8	694	-0.33	1406	-0.1	1495	1	11	0.32	-0.3	0.45	-0.29	18%	i	15	i	6.8	2.7	6.2
O=c1c2ccccc2cnn1Cc1n[nH]c(=S)n1-c1ccc(F)c(Cl)c1	3	697	1.1	1579	1.6	923	-2	-8	-0.6	-0.27	-0.11	0.57	-4%	i	-13	i	1.5	1.6	5.5
O=C(COc1ccccc1F)NC1CCN(Cc2ccccc2)CC1	-7	810	nt	nt	9.1	902	27	50	-0.38	-0.25	0.46	0.78	6%	i	-3	i	1.7	2.0	8.0
CC1=C(C(=O)OC(C)C)C(c2ccc(Br)s2)NC(=O)N1C (stereo not drawn)	nt	nt	-1.6	1452	-8.0	922	16	-9	-0.76	-0.22	-0.11	0.66	8%	i	3	i	2.6	1.5	7.8
O=c1oc2ccccc2c2oc3cc(O)c(O)cc3c12	0	710	0.63	931	0.2	1394	nt	nt	-1.5	-0.32	-0.71	1.7	0%	nt	nt	i	nt	nt	nt
Cn1nc(C(C)(C)C)cc1C(=O)O	-8	500	0.58	1430	0.1	1544	6	3	1.9	0.22	1.6	-2.6	12%	i	7	i	2.1	2.4	9.6
COC(=O)C1(C(=O)OC)NOC2C(=O)N(c3ccccc3)C(=O)C21 (stereo not drawn)	5	678	1.3	1913	-1.6	1204	4	-2	-0.71	-0.22	-0.73	0.76	0%	i	-3	i	0.6	1.8	8.7
CCCCCn1c(CN2CCN(C)CC2)nc2c1c(=O)n(C)c(=O)n2C	nt	nt	-0.02	933	-1.1	1170	-1	-11	0.89	-0.15	0.47	-0.17	-13%	nt	nt	nt	5.1	2.0	6.2
O=C(Nc1ccccc1)c1ccc(=O)n(Cc2cccc(Cl)c2)c1	-44	703	-1.1	1324	0.5	1548	-5	12	1.2	0.08	0.86	-0.87	9%	i	-31	i	2.5	1.1	9.1
Cn1ccnc1C(O)c1ccco1 (stereo not drawn)	18	726	-0.09	1158	nt	nt	6	2	0.3	-0.19	0.32	0.95	-5%	i	-8	i	2.6	1.7	2.6

A second format for some results above:
Order of values – Lipid droplet, Lipid droplet cells 6.5 µM, Ins promoter up, Ins promoter up cell count, b-catenin transl, b-catenin transl cell count 5 µM, WT yeast gro inh, WT yeast gro inh mutant strain, Dynein transport, Dynein transport cytoplasmic EGFP, Dynein transport nuclear GR-EGFP, Dynein transport cell count, HEK293 NOD2/NF-kB, Autophagy HCS, Autophagy HCS cell loss 18 h, Yfh1-off respiration, MT stabilize HCS, MT stabilize HCS Hoechst-high %, MT stabilize HCS cytotoxicity %
> S=c1[nH]cnc2sc(Nc3ccccc3)nc12
  -8, 758, -0.56, 1230, -2.2, 1227, nt, nt, 0.9, -0.14, 0.22, -0.71, -30%, nt, nt, i, nt, nt, nt
> Cc1cc(C(=O)N/N=C/c2cccc(OC(=O)c3ccco3)c2)n[nH]1
  nt, nt, -0.8, 1644, -1.1, 1392, -25, -10, -0.14, -0.21, 0.36, 0.26, 3%, i, -29, i, 2.4, 1.8, 11
> Cn1cc(/C=C2\SC(=S)N(NC(=O)c3ccccc3Cl)C2=O)c2ccccc21
  5, 558, nt, nt, 0.6, 948, -2, 0, -0.64, 0.019, -0.55, 1.4, -17%, i, -5, ?, 1.5, 2.5, 5.9

Assay outcomes from PubChem BioAssay.

A portion of the library; rates above refer to the full screens.
